Screens from PubChem BioAssay.
N-glyco inh – blocks N-linked glycosylation in D54 reporter cells; D54 ERlucT glycosylation luciferase reporter, 24 h; percent of 100 nM tunicamycin response; reporter increase, % at 12.5 µM; 0.23% of 360,000 active; AID 588692;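 active = mean luciferase reporter signal, scaled so untreated is 0 and the glycosylation-blocking control 100, at or above a set limit in every replicate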;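 note: luciferase carries N-glycosylation sites so blocking glycosylation raises the light; 0% = median of neutral control wells and 100% = median of 100 nM tunicamycin wells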
PDI inh – blocks human protein disulfide isomerase activity; AID 588391; 0.052% of 350,000 active; PDI insulin aggregation turbidity, A650, 90 min; P07237; inhibition, % at 10 µM;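 active = mean inhibition across replicates of 30% or more, whatever share of single replicates reach that level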;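 note: absorbance from insulin aggregation driven by PDI reduction with DTT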
Target sequence (P07237 whole entry, looked up): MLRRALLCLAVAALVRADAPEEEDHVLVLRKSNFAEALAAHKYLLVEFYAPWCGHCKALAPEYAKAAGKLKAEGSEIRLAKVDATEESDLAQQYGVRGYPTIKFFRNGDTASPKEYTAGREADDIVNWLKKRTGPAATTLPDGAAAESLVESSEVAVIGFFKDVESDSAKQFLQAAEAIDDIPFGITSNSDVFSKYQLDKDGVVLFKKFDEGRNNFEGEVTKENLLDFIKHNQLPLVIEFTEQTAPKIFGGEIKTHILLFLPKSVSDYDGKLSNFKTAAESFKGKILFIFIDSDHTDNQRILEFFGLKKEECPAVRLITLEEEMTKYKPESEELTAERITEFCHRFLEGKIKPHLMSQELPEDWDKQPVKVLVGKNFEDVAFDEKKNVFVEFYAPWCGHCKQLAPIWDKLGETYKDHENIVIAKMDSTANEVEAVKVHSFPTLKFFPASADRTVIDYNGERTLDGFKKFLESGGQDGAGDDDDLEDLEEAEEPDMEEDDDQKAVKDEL
MC4R antag cAMP – human MC4R antagonism in cAMP assay | P32245 | MC4R-expressing cells, MTII-stimulated cAMP, LANCE TR-FRET | inhibition, % at 6.5 µM | 0.48% of 360,000 active;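 active = inhibition above its plate's cutoff, the mean of tested wells on that plate plus 3 SD, cut at about 29% in these data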;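 note: 0% = Melanotan II alone and 100% = Melanotan II plus saturating MCL0020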
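System: U2OS cells stably expressing human melanocortin 4 receptor (MC4R). Reagent: Melanotan II challenge after compound preincubation. Doses: 6.5 µM. Times: 30-min compound, 1-h challenge, 1-h detection, room temperature. Measured by: TR-FRET with Eu-cAMP and labeled anti-cAMP, 671 nm. Replicates: singlicate.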
MC4R ag barr – agonists of human melanocortin 4 receptor (MC4R) beta-arrestin; 0.98% of 360,000 active; U2OS MC4R beta-arrestin complementation, luminescence; percent of melanotan II response, DMSO zero; AID 540308; P32245; activation, % at 8.9 µM;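 active = activation above a per-plate cutoff, the mean activation of sample wells on that plate plus 3 SD, cut at about 8% in these data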
m5-HT2A agonist – mouse HTR2A agonism via beta-arrestin recruitment. P35363. CHO-K1 mHTR2A beta-arrestin complementation, luminescence; percent of 30 µM serotonin response. activation, % at 7.6 µM. 0.66% of 360,000 active. AID 624169;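 active = activation above a run cutoff, the mean activation of all tested compounds plus 3 SD, cut at about 14% in these data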;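 note: 0% = plate median of compound wells and 100% = 30 µM serotonin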
Target sequence (P35363 whole entry, looked up): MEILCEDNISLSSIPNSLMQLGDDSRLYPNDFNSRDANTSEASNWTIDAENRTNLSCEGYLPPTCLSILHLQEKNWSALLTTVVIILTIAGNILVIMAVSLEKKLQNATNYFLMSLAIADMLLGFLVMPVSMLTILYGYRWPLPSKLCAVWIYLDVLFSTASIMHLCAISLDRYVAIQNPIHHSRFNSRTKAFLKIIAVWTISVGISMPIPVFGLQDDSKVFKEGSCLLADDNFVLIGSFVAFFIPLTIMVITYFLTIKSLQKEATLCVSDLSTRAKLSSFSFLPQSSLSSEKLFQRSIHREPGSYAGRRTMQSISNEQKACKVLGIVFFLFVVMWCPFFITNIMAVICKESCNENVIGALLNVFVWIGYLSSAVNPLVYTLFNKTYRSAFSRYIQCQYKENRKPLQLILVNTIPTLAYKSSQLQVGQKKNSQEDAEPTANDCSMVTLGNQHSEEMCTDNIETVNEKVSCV
ABHD5-PLIN5 inh – ABHD5-PLIN5 protein interaction inhibition. Q00G26+Q8WTS1. Split G. princeps luciferase complementation, luminescence, 4 h. inhibition, % at 4 µM. 0.78% of 360,000 active. AID 602281;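 active = inhibition above the mean inhibition across every tested compound plus 3 SD, cut at about 22% in these data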;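 note: 0% = DMSO only wells and the 100% control is not disclosed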
Exocytosis inh – blocks lytic granule exocytosis; 0.66% of 360,000 active; AID 651702; TALL-104 LAMP-1 surface exposure, flow cytometry; cells stimulated with thapsigargin and PMA; inhibition, % at 10 µM;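 active = inhibition above about 55%, limit read from the data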
CaV13 FRET inh – Primary screen for inhibitors of IQ motif and Ca2+-dependent inactivation inhibitor domain binding in CACNA1D, Förster resonance energy transfer in living cells, …. HEK cells, CFP/YFP FRET ICDI-IQ, plate reader, 10 min; percent FRET-ratio fall versus neutral wells. inhibition, % at 12.3 µM. 0.098% of 340,000 active. AID 743397;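 active = mean replicate inhibition of at least 30% and at least 1% of replicates passing that level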;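 note: 0% = median of the neutral control wells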
H9c2 protect – myocardial damage modulation in H9c2 cells. H9c2 cardiomyocytes, H2O2 injury protection, ATPLite, 2 h. protection from H2O2 cell death, % at 20 µM. 0.63% of 360,000 active. AID 588492;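 active = compounds giving at least 50% protection of heart cells from peroxide-induced death in the single-dose screen, raw or plate-pattern-corrected value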;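 note: 0% = DMSO wells with peroxide and 100% = DMSO wells without peroxide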
ABCB6 inh 2 – inhibitors of human ABC transporter ABCB6 | K562-ABCB6 porphyrin accumulation, flow cytometry, 1 h; hits give low values | fluorescence ratio to DMSO, % at 10 µM | 0.19% of 360,000 active;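 active = fluorescence ratio to DMSO below 75%, the collection mean minus 3 SD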;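 note: signal is porphyrin accumulated inside mitochondria; 100% equals median channel fluorescence of DMSO control wells; lower ratio means ABCB6 inhibition with less porphyrin fluorescence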
Active calls of the source: *; x = not tested or not shown.

The line under a structure holds: N-glyco inh	PDI inh	MC4R antag cAMP	MC4R ag barr	m5-HT2A agonist	ABHD5-PLIN5 inh	Exocytosis inh	CaV13 FRET inh	H9c2 protect	ABCB6 inh 2
> COc1cc(C(=O)NC(c2ccccc2)c2ccccc2)cc(OC)c1OC
  3	-33	8	9.4*	-2	-5	0	-24	1	100
> O=C(CSc1cccc[n+]1[O-])Nc1cccc(S(=O)(=O)NC2=NCCCCC2)c1
  2	-11	-10	-3.1	3	4	-1	-6	-4	101
> O=C(Cc1csc(-c2cccc(F)c2)n1)Nc1cccc(S(=O)(=O)NC2=NCCC2)c1
  -2	-10	15	-0.1	-6	-7	3	-5	5	95
> COc1ccc(S(=O)(=O)Nc2cc3c4c(c2)C(C)C(=O)N4CCC3)cc1OC (centres undefined)
  1	-3	-5	-0.5	9	6	-6	x	0	100
> CCN(C(=O)COC(=O)c1nn(-c2ccccc2)c(=O)c2ccccc12)C1CCS(=O)(=O)C1 (centres undefined)
  3	4	4	-1.2	4	-7	-3	4	-3	96
> CCn1c(SCC(N)=O)nnc1-c1cc2c(C)nn(-c3ccccc3)c2s1
  -1	-2	13	1.0	4	-5	4	-5	13	100
> Cc1cc(C(=O)NCc2cccs2)cs1
  0	-1	3	0.7	-1	-7	-3	-8	-4	101
> COc1ccccc1NC(=O)c1ccc2nsnc2c1
  -2	-12	0	-1.2	-8	-2	-5	-15	2	99
> CCn1c(COc2ccc(C(C)C)cc2)nnc1SCC(=O)Nc1nccs1
  -2	-2	1	0.0	-4	-9	-6	-9	-1	86
> CN(CCCC(=O)Nc1ccc(OC(F)F)cc1)S(=O)(=O)c1ccc(F)cc1
  -2	-13	15	3.0	7	-4	0	-6	0	91
> Cc1csc(NC(=O)c2cccc(C)c2C)n1
  1	1	-2	-1.9	-5	-6	1	-5	-4	103
> C/C=C/c1ccc(Oc2nnnn2-c2ccc(C(=O)O)cc2)c(OC)c1
  1	-5	27	-0.7	5	-6	2	-5	0	107
> CCOC(=O)N1CCN(C(=O)C2CCN(C(=O)c3ccccc3C)CC2)CC1
  -8	-14	11	-2.4	-2	26*	5	-5	-20	96
> O=C(COC(=O)Cc1cccc(C(F)(F)F)c1)NC1CCS(=O)(=O)C1 (centres undefined)
  -2	-11	-1	-1.6	4	4	0	-6	9	96
> COc1cc(C(CCN2CCCCC2)c2c(OC)cc(OC)c3c(C)cc(=O)oc23)cc(OC)c1OC (centres undefined)
  4	-1	-1	-1.0	-4	2	-1	-10	4	92
> CCOC(=O)CN(c1sc(C)c(C)c1C(=O)OCC)S(=O)(=O)c1ccc(C)cc1
  -7	2	9	0.2	-3	0	-1	-4	-12	95
> Oc1ccc(O)c(-c2cnns2)c1
  -7	2	6	-2.8	-2	5	1	-18	-4	87
> Cc1cccc(C)c1NC(=O)CN(C)C(=O)c1cccc(S(=O)(=O)N2CCN(c3ccc(F)cc3)CC2)c1
  -7	3	13	-3.1	2	0	-1	-2	-21	88
> Cc1cc(=O)n2c(n1)NC(Nc1cccc(C)c1C)=NC2c1ccc(F)cc1 (centres undefined)
  1	-2	2	-1.6	7	5	-4	-5	4	98
> CCOc1ccc(Oc2ccc(S(=O)(=O)N3CCOCC3)cc2NC(=O)C2=COCCO2)cc1
  -2	-4	1	-0.5	-6	9	5	-13	0	97
> Cc1cccc(NC(=O)NCCN2CCCCC2)c1
  1	-3	1	0.5	-3	2	16	-5	-2	99
> CN(C(=O)CSc1nc(O)cc(=O)n1C1CCCC1)c1ccccc1
  0	-5	18	1.0	-1	-9	0	-6	8	100
> S=C1SCN(Cc2cccnc2)CN1Cc1ccccc1
  -1	-2	1	-1.2	2	-4	1	1	5	109
> COc1ccc(OC)c(NC(=O)CCc2nnc3ccc(N4CCC(C)CC4)nn23)c1
  0	11	2	-1.1	7	3	-1	-6	4	100
> COC1C=CC(CNC(=O)c2cc3c(=O)n4cccc(C)c4nc3n2C)(OC)O1 (centres undefined)
  13	-5	11	1.0	1	9	-10	-8	1	104
> COc1ccc(C(=O)Nc2ccc(S(=O)(=O)Nc3nccnc3OC)cc2)cc1OC
  0	1	7	-2.1	-4	5	3	x	-6	107
> COc1ccccc1NC(=S)NCc1ccc2c(c1)cc(C)n2C
  -4	4	1	-2.2	-1	9	2	1	-2	109
> Cc1cc(C(=O)N/N=C(\CCC(=O)O)c2cccs2)c2ccccc2n1
  2	-5	-7	-1.9	-10	1	2	-5	-4	94
> Cc1cccc(C)c1NC(=O)CC(C)c1ccccc1 (centres undefined)
  0	-2	13	1.7	4	-5	8	-19	3	98
> O=C(NCc1ccccc1)/C(=C\c1ccc([N+](=O)[O-])cc1)NC(=O)c1ccco1
  0	-4	11	-2.9	-5	-5	-1	x	-1	101

10 entries already listed, arranged by number of heavy atoms, smallest number first.
The line under a structure holds: N-glyco inh	PDI inh	MC4R antag cAMP	MC4R ag barr	m5-HT2A agonist	ABHD5-PLIN5 inh	Exocytosis inh	CaV13 FRET inh	H9c2 protect	ABCB6 inh 2
> Cc1cccc(NC(=O)NCCN2CCCCC2)c1
  1	-3	1	0.5	-3	2	16	-5	-2	99
> Cc1cccc(C)c1NC(=O)CC(C)c1ccccc1 (centres undefined)
  0	-2	13	1.7	4	-5	8	-19	3	98
> S=C1SCN(Cc2cccnc2)CN1Cc1ccccc1
  -1	-2	1	-1.2	2	-4	1	1	5	109
> CN(C(=O)CSc1nc(O)cc(=O)n1C1CCCC1)c1ccccc1
  0	-5	18	1.0	-1	-9	0	-6	8	100
> Cc1cc(C(=O)N/N=C(\CCC(=O)O)c2cccs2)c2ccccc2n1
  2	-5	-7	-1.9	-10	1	2	-5	-4	94
> Cc1cc(=O)n2c(n1)NC(Nc1cccc(C)c1C)=NC2c1ccc(F)cc1 (centres undefined)
  1	-2	2	-1.6	7	5	-4	-5	4	98
> COC1C=CC(CNC(=O)c2cc3c(=O)n4cccc(C)c4nc3n2C)(OC)O1 (centres undefined)
  13	-5	11	1.0	1	9	-10	-8	1	104
> COc1ccc(C(=O)Nc2ccc(S(=O)(=O)Nc3nccnc3OC)cc2)cc1OC
  0	1	7	-2.1	-4	5	3	x	-6	107
> CCOc1ccc(Oc2ccc(S(=O)(=O)N3CCOCC3)cc2NC(=O)C2=COCCO2)cc1
  -2	-4	1	-0.5	-6	9	5	-13	0	97
> Cc1cccc(C)c1NC(=O)CN(C)C(=O)c1cccc(S(=O)(=O)N2CCN(c3ccc(F)cc3)CC2)c1
  -7	3	13	-3.1	2	0	-1	-2	-21	88

Next compounds
The line under a structure holds: N-glyco inh	PDI inh	MC4R antag cAMP	MC4R ag barr	m5-HT2A agonist	ABHD5-PLIN5 inh	Exocytosis inh	CaV13 FRET inh	H9c2 protect	ABCB6 inh 2
> CC(=O)Nc1scc(-c2ccccc2)[n+]1-c1ccc(C)cc1
  -1	6	6	-3.5	-7	1	-5	-4	5	94
> CC1CCC(C(=O)NC(C(=O)NCCN2CCC(C)CC2)C(C)C)CC1 (centres undefined)
  0	-2	2	-1.4	0	3	6	-3	2	94
> Cc1cc(Br)ccc1SCC(=O)OCC(=O)NC(C)c1ccccc1 (centres undefined)
  2	4	11	0.1	-2	-5	1	-3	-2	99
> COc1ccc(Cl)cc1C(=O)OCC(=O)c1c(N)n(C)c(=O)n(C)c1=O
  2	-8	3	0.7	2	4	0	-5	1	103
> CCCc1nnc(SCC(=O)N2CCOCC2)n1C
  2	-2	-4	-1.4	4	3	-1	-5	1	97
> Cc1cc(NC(=O)COc2ncnc3sc(C)c(C)c23)no1
  2	6	3	0.5	0	-1	-3	x	7	98
> COc1ccccc1C(=O)COC(=O)c1nc2nc(C)cc(C)n2n1
  2	-3	-5	-2.0	7	-9	0	-16	11	101
> COc1cccc(N2CCN(C(C)C(=O)NC34CC5CC(CC(C5)C3)C4)CC2)c1 (centres undefined)
  0	1	16	2.4	-13	5	16	-4	-1	99
> O=C(Cn1cnc2sc3c(c2c1=O)CCCC3)NCC(=O)Nc1c(F)cccc1F
  2	1	15	-1.0	-2	-5	-4	-10	-3	100
> C[C@@H]1CN([C@@H](C)CO)C(=O)Cc2cc(NS(=O)(=O)c3ccccc3)ccc2O[C@H]1CN(C)S(C)(=O)=O
  1	-5	6	-1.6	2	-11	-3	-5	1	96
> COc1ccc(C2CC(c3ccc(Cl)cc3Cl)Nc3nc(N)nn32)cc1OC (centres undefined)
  0	x	5	4.7	-1	1	1	-2	-3	100
> Cc1ccc(CNC(=O)CN(c2ccc(C)cc2)S(=O)(=O)c2c(C)nn(C)c2C)cc1
  0	-7	14	-2.3	-4	-4	-4	-7	-4	98
> CCCC(=O)N=c1sc2cccc(F)c2n1C
  0	x	3	-1.1	40*	3	-12	-3	-14	98
> Cc1ccc(-n2cnc3ncnc(-c4ccccc4)c32)cc1
  -1	-3	-14	-0.1	6	-2	-3	-4	1	186
> O=C1Nc2ccccc2C1(O)Cc1ccncc1 (centres undefined)
  1	-3	6	-1.2	2	-2	-3	-2	16	102
> CCOC(=O)c1nnn(-c2nonc2N)c1-c1ccccc1Cl
  -2	-12	8	-4.6	-1	2	1	3	-8	99
> CN(C)S(=O)(=O)c1ccc(N2CCCC2)c(C(=O)N2CCN(S(=O)(=O)c3ccc(F)cc3)CC2)c1
  1	-1	6	-0.8	-1	12	1	-5	0	101
> Cc1ccc(C(=O)N/C(=C/c2ccco2)C(=O)NC2CCS(=O)(=O)C2)cc1 (centres undefined)
  0	-14	9	-2.4	2	-2	2	-2	-10	92
> CCN(C(=N)N=C(N)N)c1ccccc1
  1	-1	-1	-3.1	0	0	-2	-7	-5	102
> CC(C)C(OC(=O)c1nsc(Cl)c1Cl)C(=O)NC(C)(C)C (centres undefined)
  2	-5	9	-2.4	3	6	-6	-4	-1	101
> O=C(Cc1n[nH]c(=O)c2ccccc12)OCC(=O)c1ccc2c(c1)OCCO2
  10	-1	2	0.6	9	3	5	-5	66*	95
> O=C(O)c1ccc(CSc2nc3ccc(NC(=O)c4ccccc4C(=O)O)cc3s2)cc1
  0	-2	2	-2.5	2	4	-1	-4	1	102
> COC(=O)c1ccc(NC(=S)NCC2CC2)cc1
  3	16	10	-1.4	-2	2	-2	-4	-5	93
> CCOc1ccc(/C(O)=C2/C(=O)C(=O)N(c3ncccn3)C2c2ccc(C)cc2)cc1 (centres undefined)
  -1	-2	13	-2.2	1	-1	-2	-5	3	100
> CC(C)c1ccc2[nH]c(O)c(N=NC(=O)c3cccc(S(=O)(=O)Nc4ccccc4Cl)c3)c2c1
  -1	7	2	2.4	6	-1	-2	-3	-3	95
